esBAF inh = inhibitors of esBAF chromatin remodeling in mouse ES cells. AID 602393. Bmi1-luciferase knock-in reporter, 24 h; 100% = twice the neutral-well signal. reporter increase, % at 12.5 µM. actives 2% (n = 350,000); in the data active means activation above about 40%;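 further: 0% = median of the plate's neutral control wells and 100% = double that signal; a rise in the Bmi1 reporter signal indicates esBAF inhibition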
S100A4 inh HTS = blocks human S100A4 binding to myosin IIA peptide. S100A4/TAMRA-MyoIIA peptide fluorescence polarization. inhibition, % at 10.7 µM. actives 0.14% (n = 360,000);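 active means mean inhibition of at least 70% across replicates, with every replicate also reaching that level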
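Material: human S100A4 monomer with TAMRA-labelled myosin IIA peptide; buffer or medium: HEPES pH 7.2 with CaCl2, KCl, NaCl, DTT, Triton; compound dosing: one concentration per compound; schedule: 5 min incubation before reading; benchmarks: neutral control DMSO, positive control TFP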
RAD54 branch = blocks human RAD54 Holliday junction branch migration; Q92698; FAM/BHQ fluorescence; inhibition, % at 10.4 µM; actives 0.14% (n = 360,000); AID 602329;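 active means mean normalized replicate activity at least 40 and at least half of replicates scoring 40 or more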;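 further: 0% = median of neutral control wells and 100% = median of positive control wells; inhibitors cause a drop in the FAM fluorescence signal; in these data hits start at about 50%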
FN deposit inh = fibronectin deposition inhibition; AH1F fibroblasts, Alexa488-fibronectin deposition fluorescence, overnight; inhibition, % at 12.6 µM; actives 0.086% (n = 350,000); AID 743247;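 active means mean inhibition across replicates of 30% or more, regardless of how many single replicates reach that level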;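 further: positive control wells lacked labelled fibronectin entirely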
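Material: AH1F fibroblast monolayer depositing Alexa488-labelled fibronectin into matrix | Input: 10000 AH1F cells/well | Medium: DMEM plus 2% serum, read in PBS | Reagent: Alexa488-fibronectin, 24 nM final in well | Compound dosing: One dose per compound, pinned | Schedule: 1 h adhesion, overnight exposure | Measured by: Fluorescence at 485 nm excitation, 525 nm emission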
EWS-Fli inh = blocks EWS/Fli oncoprotein-driven transcription; A673 NR0B1-luciferase reporter, viability-normalised; inhibition, % at 12.6 µM; actives 0.67% (n = 350,000);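 active means mean inhibition of at least 50% after viability correction, with every replicate also passing that limit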;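 further: firefly luciferase signal divided by Alamar Blue viability fluorescence both relative to DMSO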
RAD52 inh = inhibitors of human RAD52 DNA annealing. P43351. recombinant RAD52 DNA annealing, FRET fluorescence. inhibition, % at 18.7 µM. actives 0.46% (n = 360,000);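 active means every replicate showing at least 50% inhibition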
Target sequence (P43351 whole entry, looked up): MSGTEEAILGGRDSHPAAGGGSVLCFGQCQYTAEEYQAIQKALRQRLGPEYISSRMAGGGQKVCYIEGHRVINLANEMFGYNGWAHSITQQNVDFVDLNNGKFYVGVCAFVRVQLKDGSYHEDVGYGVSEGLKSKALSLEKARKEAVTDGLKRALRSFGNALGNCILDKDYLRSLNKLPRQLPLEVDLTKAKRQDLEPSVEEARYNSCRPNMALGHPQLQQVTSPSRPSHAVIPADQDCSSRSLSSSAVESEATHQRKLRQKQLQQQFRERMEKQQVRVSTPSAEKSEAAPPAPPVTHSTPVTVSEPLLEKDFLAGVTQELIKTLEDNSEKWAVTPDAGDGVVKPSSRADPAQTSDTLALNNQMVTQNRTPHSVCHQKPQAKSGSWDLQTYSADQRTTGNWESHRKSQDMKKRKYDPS
Xi reactivation = activators of X-chromosome reactivation in mouse fibroblasts | XiGFP mouse fibroblasts, % GFP-positive cells imaging, 3 d; cells co-treated with 5-aza-dC sensitizer; scaled so ellipticine positive control = 100% | activation, % at 7.58 µM | actives 0.055% (n = 360,000) | AID 743238;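 active means mean normalized replicate activation at least 10% and every replicate at or above 10%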;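 further: 0% = median of on-plate neutral control wells and 100% = ellipticine 6 µM median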
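Material: XiGFP fibroblasts, SV40-immortalized; Buffer or medium: DMEM containing 5-aza-dC; Compound dosing: single point; Times: 3 days compound exposure.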
E-sel inducer = induces E-selectin expression in human endothelial cells. P16581. HUVEC E-selectin immunofluorescence imaging; normalized: neutral wells 0, TNF-alpha wells 100. activation, % at 7.58 µM. actives 0.37% (n = 260,000). AID 686992;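 active means mean E-selectin-positive cell signal at least 10% of the positive control, reached in at least 60% of replicates, without over 20% cell loss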;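 further: in these data hits start at about 27%; measured in HUVEC primary endothelial cells; signal is the percent of cells scored E-selectin positive by PE staining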
Target sequence (P16581 whole entry, looked up): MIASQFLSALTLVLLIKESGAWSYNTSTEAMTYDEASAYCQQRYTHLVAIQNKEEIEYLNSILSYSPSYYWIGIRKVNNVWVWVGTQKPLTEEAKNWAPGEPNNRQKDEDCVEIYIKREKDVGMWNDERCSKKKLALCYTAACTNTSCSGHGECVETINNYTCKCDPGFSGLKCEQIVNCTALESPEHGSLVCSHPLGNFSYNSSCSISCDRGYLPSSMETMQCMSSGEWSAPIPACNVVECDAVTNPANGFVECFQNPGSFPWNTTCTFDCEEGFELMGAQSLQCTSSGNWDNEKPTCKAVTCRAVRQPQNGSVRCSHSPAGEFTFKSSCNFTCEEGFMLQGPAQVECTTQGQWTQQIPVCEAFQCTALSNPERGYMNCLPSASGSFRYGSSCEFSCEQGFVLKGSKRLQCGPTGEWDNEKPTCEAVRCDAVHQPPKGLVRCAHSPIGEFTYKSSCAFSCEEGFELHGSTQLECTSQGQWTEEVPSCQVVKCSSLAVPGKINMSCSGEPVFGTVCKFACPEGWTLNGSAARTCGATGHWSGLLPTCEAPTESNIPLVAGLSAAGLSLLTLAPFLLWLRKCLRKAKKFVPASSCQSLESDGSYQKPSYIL
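Test system – human umbilical vein endothelial cells (HUVEC), E-selectin induction · Input – 3,000 HUVEC seeded per well · Buffer or medium – EGM-2, gelatin · Compound dosing – single-point compound dose · Detection – immunofluorescence imaging · Measure – percent E-selectin-positive cells · Controls – TNF-alpha high, DMSO low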
* = called active by the depositor; . = no result given.

SMILES	esBAF inh	S100A4 inh HTS	RAD54 branch	FN deposit inh	EWS-Fli inh	RAD52 inh	Xi reactivation	E-sel inducer
CCCCC[C@H](C)N1C[C@@H](COCc2ccccc2)Oc2cc(N3CCC[C@@H]3COC)ccc2S1(=O)=O	.	1	.	-4	-2	-19	0.7	-0.2
COc1ccc(S(=O)(=O)NC(=O)C2(C)CCN2C(=O)C2(c3ccccc3)CC2)cc1 (stereo not given)	2	3	3	-6	-3	-11	0.0	0.2
COc1cc(C(=O)Nc2ccc3c(c2)ncn3C)cc(OC)c1OC	-10	-2	-10	-1	35	-16	0.3	.
C[C@H](CO)N1C[C@H](C)[C@@H](CN(C)CC2CC2)Oc2ccc(NC(=O)Nc3ccc4c(c3)OCO4)cc2CC1=O	-1	-4	1	.	-2	20	0.4	0.0
O=C(Cc1ccc([N+](=O)[O-])cc1)Nc1ccc(O)cc1C(=O)O	.	1	.	3	-3	-12	-0.1	-0.1
COCC(=O)N(C)C[C@@H]1Oc2cc(C#CCN(C)C)ccc2S(=O)(=O)N([C@@H](C)CO)C[C@H]1C	-3	0	7	-13	-8	-3	0.0	-0.3
CCN(CC)C(=O)/C(=C/c1ccc(F)cc1)NC(C)=O	.	-3	.	4	-4	2	-0.2	0.7
CC(=O)N1N=C(c2ccncc2)CC1c1ccccc1O (stereo not given)	3	4	1	3	10	-22	0.1	.
N#C[C@H]1[C@@H](c2ccccc2C2=CCCC2)[C@H](CO)N1S(=O)(=O)c1cccc(F)c1	.	-77	.	-10	4	11	0.0	-0.1
O=C(Cc1ccccc1)NNC(=O)c1ccc(Br)o1	0	8	7	3	3	-8	-0.1	-0.2
O=C(CSC1=Nc2ccccc2C2=NC(CC(=O)NCc3ccco3)C(=O)N12)NCc1ccco1 (stereo not given)	0	2	-5	.	.	-29	.	.
O=C(O)c1ccc(/C=N/NC(=O)C2CC2(c2ccccc2)c2ccccc2)cc1 (stereo not given)	.	-2	.	-2	3	3	0.0	.
Cc1ccc(C2CC(=O)Oc3cc(O)ccc32)cc1 (stereo not given)	-8	-14	-14	-1	8	-44	0.0	0.4
COc1ccccc1CN(C)C(=O)c1cccc(S(=O)(=O)N2CCCc3ccccc32)c1	-2	-5	0	1	-4	-11	0.0	.
CCOC(=O)N1CCC(NC(=O)C2CCCN(S(C)(=O)=O)C2)CC1 (stereo not given)	-2	-1	3	.	9	8	.	.
O=C(NCCc1ccccc1)C1CCC(=O)N(CCCN2CCCC2=O)C1 (stereo not given)	5	-1	-5	-3	-1	-3	0.0	0.1
Cn1cnnc1Sc1ccc(/C=C/C(=O)c2ccc(O)cc2)cc1[N+](=O)[O-]	.	-11	10	7	69*	-12	0.2	0.3
CCOC(=O)C1CCN(C(=O)C(C)c2ccc([N+](=O)[O-])cc2)CC1 (stereo not given)	.	-3	.	.	12	4	0.0	.
O=C(CN1C(=O)CC(c2ccccc2)S(=O)(=O)c2ccccc21)N1CCCC1 (stereo not given)	.	0	-15	6	-1	-13	0.4	4.9
CCOC(=O)c1cc(C#N)c(SCC(=O)c2cc(C#N)c(SC)nc2C)[nH]c1=O	0	3	-8	.	.	-74	.	.
COC(=O)c1cn(NC(=O)Cc2ccc(OC)c(OC)c2)c(=O)c2ccccc12	1	-7	-9	.	1	-14	0.1	.
CCN(C(=O)CSc1ncccn1)c1cccc2ccccc12	2	-5	-4	-6	-2	-19	-0.1	-0.6
COc1cc(C(=O)NC2CC(C)(C)CC(C)(C)C2)ccc1OC1CCN(C(C)=O)CC1	-4	-11	7	-3	-2	-4	0.0	.
CC(Oc1ccc(S(=O)(=O)N2CCCC2)cc1[N+](=O)[O-])C(=O)NC(C)c1ccccc1 (stereo not given)	.	-5	1	-3	0	-6	0.1	.
C[C@@H]1CCCCO[C@@H](CN(C)S(=O)(=O)c2cccs2)[C@@H](C)CN([C@@H](C)CO)C(=O)c2cc(NC(=O)C3CCCCC3)ccc2O1	17	-1	-4	.	2	-77	-0.5	-0.3
COc1cc(/C=N/NC(=O)C[n+]2ccccc2)cc(OC)c1OC	.	-1	.	1	-11	2	0.0	0.4
Cc1ccc(NC(=S)N2CCC(NC(=O)c3ccc(C)cc3)CC2)cc1	0	2	10	-1	-6	-6	0.1	.
O=C(N/N=C/c1ccc([N+](=O)[O-])cc1)c1cccc2cc[nH]c12	.	-3	.	-8	-19	1	0.0	-0.1
CC1(C)CSC(=NCCc2ccccc2)N1C(=O)c1ccc(C#N)cc1	.	5	1	7	-1	-23	0.1	.
C[C@@H]1CCCCO[C@H](CN(C)C(=O)c2ccccc2)[C@@H](C)CN([C@@H](C)CO)C(=O)c2cc(NC(=O)C3CCCCC3)ccc2O1	4	-5	-2	.	-2	0	0.0	-0.2

At a glance, 10 of the compounds above.
SMILES	esBAF inh	S100A4 inh HTS	RAD54 branch	FN deposit inh	EWS-Fli inh	RAD52 inh	Xi reactivation	E-sel inducer
CCOC(=O)C1CCN(C(=O)C(C)c2ccc([N+](=O)[O-])cc2)CC1 (stereo not given)	.	-3	.	.	12	4	0.0	.
O=C(CN1C(=O)CC(c2ccccc2)S(=O)(=O)c2ccccc21)N1CCCC1 (stereo not given)	.	0	-15	6	-1	-13	0.4	4.9
CCOC(=O)c1cc(C#N)c(SCC(=O)c2cc(C#N)c(SC)nc2C)[nH]c1=O	0	3	-8	.	.	-74	.	.
COC(=O)c1cn(NC(=O)Cc2ccc(OC)c(OC)c2)c(=O)c2ccccc12	1	-7	-9	.	1	-14	0.1	.
CCN(C(=O)CSc1ncccn1)c1cccc2ccccc12	2	-5	-4	-6	-2	-19	-0.1	-0.6
COc1cc(C(=O)NC2CC(C)(C)CC(C)(C)C2)ccc1OC1CCN(C(C)=O)CC1	-4	-11	7	-3	-2	-4	0.0	.
CC(Oc1ccc(S(=O)(=O)N2CCCC2)cc1[N+](=O)[O-])C(=O)NC(C)c1ccccc1 (stereo not given)	.	-5	1	-3	0	-6	0.1	.
C[C@@H]1CCCCO[C@@H](CN(C)S(=O)(=O)c2cccs2)[C@@H](C)CN([C@@H](C)CO)C(=O)c2cc(NC(=O)C3CCCCC3)ccc2O1	17	-1	-4	.	2	-77	-0.5	-0.3
COc1cc(/C=N/NC(=O)C[n+]2ccccc2)cc(OC)c1OC	.	-1	.	1	-11	2	0.0	0.4
Cc1ccc(NC(=S)N2CCC(NC(=O)c3ccc(C)cc3)CC2)cc1	0	2	10	-1	-6	-6	0.1	.

Next part
SMILES	esBAF inh	S100A4 inh HTS	RAD54 branch	FN deposit inh	EWS-Fli inh	RAD52 inh	Xi reactivation	E-sel inducer
Cc1ccc(S(=O)(=O)Nc2ccc3c(c2)CC(=O)N([C@@H](C)CO)C[C@@H](C)[C@@H](CN(C)C(=O)Nc2ccccc2)O3)cc1	-2	-5	13	.	-10	13	-1.2	.
Cc1ccc(C(=O)N/C(=C/c2cccc([N+](=O)[O-])c2)C(=O)NCC2CCCO2)cc1 (stereo not given)	.	-2	.	-1	6	-3	-0.1	.
CCCNC(=O)N(C)C[C@@H]1Oc2cc(-c3cccnc3)ccc2S(=O)(=O)N([C@@H](C)CO)C[C@H]1C	6	-4	9	.	-3	-2	0.7	0.2
Cc1cc(C)c2cc(CN(CCCO)S(=O)(=O)c3ccccc3F)c(=O)[nH]c2c1	4	-3	-4	4	-1	-6	0.0	.
NS(=O)(=O)c1ccc(NC(=O)COC(=O)c2ccco2)cc1	10	1	-10	-1	-24	-9	0.2	-0.1
O=C1CN(Cc2ccccc2)C[C@H]2[C@H](c3ccc(Br)cc3)[C@H](CO)N12	.	-3	.	.	-2	4	0.2	0.1
O=C(C[C@@H]1NS(=O)(=O)OC2CCCCC21)c1ccccc1 (stereo not given in full)	0	-4	-1	-6	-3	-5	0.0	.
O=C(C[C@@H]1C[C@H]2c3cc(NC(=O)Nc4ccc(C(F)(F)F)cc4)ccc3O[C@H]2[C@@H](CO)O1)NCc1cc(F)ccc1F	-19	5	2	.	11	-2	0.0	0.4
Cc1cc(C)cc(OCC(=O)N/N=C/c2ccco2)c1	-3	-3	2	5	0	1	0.2	1.1
O=c1cc(O)c2c(=O)n(-c3ccccc3)c3c(c2o1)CCCCCC3	.	.	-4	6	.	.	0.5	0.6
Cc1ccc(NC(=O)CC(O)(C(F)(F)F)C(F)(F)F)c(Br)c1	2	9	-6	.	.	-12	.	.
Cc1cccc(NS(=O)(=O)c2cc3c(cc2C)N(C)CCO3)c1	5	9	-1	-4	-15	-3	-0.1	.
COc1ccc(CCNc2ncnc3cc(OC)c(OC)cc23)cc1OC	-17	2	.	3	-15	-21	-0.1	.
CC1CCCCN1S(=O)(=O)c1ccc(C(=O)Nc2nnc(C3CC3)o2)cc1 (stereo not given)	-7	2	-2	-2	16	-36	0.6	-1.6
COc1ccc(NC(=O)CSc2nnc(Cn3cnc4ccccc43)o2)cc1	-7	-2	4	13	-6	-4	0.0	5.2
O=C(O)CC1C(=O)NCCN1Cc1cccs1 (stereo not given)	.	-2	.	-4	-12	-2	0.2	85*
Cc1ccc(SCc2cn3cc(Cl)ccc3n2)cc1	.	-8	.	2	-69	-7	0.3	0.4
CCN(CC)S(=O)(=O)c1ccc(C)c(NC(=O)CNc2cccc(S(=O)(=O)N3CCCC3)c2)c1	3	-11	1	-10	26	-6	0.0	.
O=C(Nc1cccc(Cl)c1)N1C[C@@H]2[C@H](c3ccccc31)[C@H](CO)N2CC1CCOCC1	-5	0	-16	.	-3	-24	0.5	-0.2
COc1ccc(S(=O)(=O)N2CCCCCC2)cc1C(=O)NCc1ccccc1Cl	.	-4	2	.	16	-7	1.5	0.4
O=C(/C=C/Nc1ccc(S(=O)(=O)Nc2ncccn2)cc1)c1ccc(Cl)c(Cl)c1	3	42	-13	5	4	-446	0.0	.
CCOc1ccc(C(C)NC(=S)NC2CCCCC2)cc1OCC (stereo not given)	.	-2	.	2	-1	-10	0.3	.
COc1ccc(CC(=O)Nc2cccc(SC)c2)cc1	.	1	.	4	-2	-14	0.1	-1.3
CC(=O)N(C)C[C@@H]1Oc2cc(-c3cccnc3)ccc2S(=O)(=O)N([C@@H](C)CO)C[C@H]1C	-4	5	-2	6	4	7	-0.4	-0.5
CCOC(=O)c1nncc(-c2ccccc2)n1	5	8	4	-26	-4	-14	0.0	-0.1
Cc1ccc(S(=O)(=O)N2C[C@H]3[C@H]4C(=O)N(C5CCCCC5)C(=O)[C@H]4CC(=O)[C@H]3[C@@H]2c2cccc3ccccc23)cc1	11	1	1	-4	-8	-20	0.0	0.8
O=c1c2ccc(Cl)cc2[nH]c(=S)n1CCCN1CCOCC1	3	-2	4	.	-4	3	0.3	-1.8
COc1ccc2nc(-c3ccccc3)[nH]c(=O)c2c1	44*	-3	1	2	-86	-2	0.0	0.9

From PubChem
